14-3-3 Bad inh: inhibitors of 14-3-3 zeta/Bad binding, primary screen, biochemical, TR-FRET, bovine 14-3-3 zeta; AID 781, 2007; 0.71% of 220,000 active; inhibition, % at 21.7 µM; TR-FRET 14-3-3zeta/Dy647-pBad peptide displacement, 1 h;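 active = inhibition above about 70%, limit read from the data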;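 also: 0% = full 14-3-3 plus peptide FRET controls and 100% = background without 14-3-3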
FXIa inh 1536: human FXIa protease inhibitors, primary screen, biochemical, 1536-well. Coagulation factor XI (Homo sapiens), P03951. purified FXIa, Boc-Glu-Ala-Arg-AMC fluorogenic substrate. inhibition, % at 5 µM. 0.14% of 220,000 active;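 active = inhibition of at least 40%; inactive = inhibition below 40%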;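 also: fluorescence of freed AMC excited at 355 nm; 0% = enzyme without compound and 100% = no enzyme blank; many of its hits are not listed in these tables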
Wee1 stabilizer: Wee1 degradation inhibitors, primary screen, cell-based, HeLa, Wee1K328M-luciferase, luminescence. Wee1-like protein kinase (Homo sapiens), P30291. HeLa Luc-Wee1K328M stability; 100% = proteasome inhibitor MG132 effect. reporter increase, % at 5 µM. 1.2% of 220,000 active. AID 1321, 2008;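 active = activation above the mean of all tested compounds plus 3 SD, set per screening run, cut at about 8.8% in these data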;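 also: cells exposed to compound for 20 h before luminescence read; 0% = DMSO alone and 100% = MG132 at 30 µM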
KLK5 inh: human KLK5 protease inhibitors, primary screen, biochemical, 1536-well | recombinant hK5, fluorogenic AMC substrate cleavage | inhibition, % at 5 µM | 0.59% of 210,000 active | Kallikrein-5 (Homo sapiens), Q9Y337;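 active = inhibition of 40% or more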;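 also: 0% = enzyme controls without compound and 100% = no-enzyme blanks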
p97 ATPase inh: inhibitors of human p97 ATPase, primary screen, biochemical. inhibition, % at 8 µM. 0.42% of 220,000 active. recombinant p97 ATPase, Kinase-Glo ATP luminescence, 3 h. Transitional endoplasmic reticulum ATPase (Homo sapiens), P55072. AID 1481, 2009; in the data active = inhibition above about 15%;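 also: 0% = DMSO vehicle and 100% = wells lacking enzyme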
Rad51 HR inh: human RAD51 strand exchange inhibitors, primary screen, biochemical, fluorescence | hRad51 DNA strand exchange, fluorescence dequenching | inhibition, % at 10 µM | 0.085% of 200,000 active | DNA repair protein RAD51 homolog 1 (Homo sapiens), Q06609;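 active = inhibition above 40% at the single screening dose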;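 also: 0% = DMSO control wells and 100% = blanks with heterologous ssDNA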
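material = hRad51 filaments on single-stranded DNA | reagent = Donor/quencher-labelled 47-bp dsDNA substrate | compound = 10 µM final, single point | schedule = strand-exchange reaction 15 min at room temperature | measured by = fluorescein emission 520 nm, excitation 485 nm | read-out basis = % inhibition versus plate control and blank means | benchmarks = plate controls and plate blanks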
eIF4E-4G inh: eIF4E–eIF4G protein interaction inhibitors, primary screen, biochemical, uHTS, TR-FRET, eIF4GI fragment; Eukaryotic translation initiation factor 4E (Mus musculus) + Eukaryotic translation …; TR-FRET eIF4E-eIF4GI(517-606) binding, 2 h; inhibition, % at 21.7 µM; 0.37% of 220,000 active;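 active = inhibition above about 30%, limit read from the data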;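 also: 0% = full FRET control wells and 100% = background wells lacking eIF4GI fragment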
MDM2 E3 inh: MDM2-luciferase reporter signal enhancers, primary screen, MDM2 E3 ligase inhibitor project, cell-based, luminescence, 1536-well; E3 ubiquitin-protein ligase Mdm2 (Homo sapiens), Q00987; AID 1230, 2008; 0.11% of 210,000 active; cell-based MDM2 ubiquitination luciferase reporter, 2 h; 0 = plate control, 100 = twice control, blank-subtracted; signal enhancement, % at 5 µM;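 active = signal enhancement of 30% or more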;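 also: luminescence tracks abundance of the self-degrading MDM2-luciferase fusion protein; higher signal means inhibition of MDM2 E3 ligase activity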
Target sequence (Q00987 whole entry, looked up, the tested form may be a part): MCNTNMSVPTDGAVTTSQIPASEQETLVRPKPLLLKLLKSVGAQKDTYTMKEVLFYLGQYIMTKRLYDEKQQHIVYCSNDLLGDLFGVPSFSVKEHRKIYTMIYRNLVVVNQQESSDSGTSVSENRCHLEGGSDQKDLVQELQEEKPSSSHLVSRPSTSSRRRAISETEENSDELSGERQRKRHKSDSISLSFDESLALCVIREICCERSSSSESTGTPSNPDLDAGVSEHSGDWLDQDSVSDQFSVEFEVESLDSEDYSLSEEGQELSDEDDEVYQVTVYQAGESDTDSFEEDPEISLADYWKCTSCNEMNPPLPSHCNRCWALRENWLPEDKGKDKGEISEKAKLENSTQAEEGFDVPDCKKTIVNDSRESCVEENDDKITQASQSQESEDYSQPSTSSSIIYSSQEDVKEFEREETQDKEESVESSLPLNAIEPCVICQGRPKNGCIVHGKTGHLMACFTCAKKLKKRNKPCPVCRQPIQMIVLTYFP
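Assay system: mammalian cells stably expressing self-ubiquitinating, self-degrading MDM2 E3–luciferase fusion. Quantity: 2000 cells in each well. Medium: DMEM culture medium. Compound dosing: single-point 5 µM. Timing: cell settling 4 h, compound treatment 2 h, both 37 °C. Technique: luciferase luminescence. Read-out basis: percent signal gain over controls, blank-subtracted. Benchmarks: plate controls and plate blanks.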
FXIIa inh: human FXIIa protease inhibitors, primary screen, biochemical, 1536-well; Coagulation factor XII (Homo sapiens), P00748; purified FXIIa, Boc-QGR-AMC fluorogenic substrate, 2 h; inhibition, % at 5 µM; 0.3% of 220,000 active; in the data active = inhibition above about 40%;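 also: 0% = enzyme with no compound and 100% = blank without enzyme; many of its hits are not listed in these tables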
Target sequence (P00748 20-372 limits assumed): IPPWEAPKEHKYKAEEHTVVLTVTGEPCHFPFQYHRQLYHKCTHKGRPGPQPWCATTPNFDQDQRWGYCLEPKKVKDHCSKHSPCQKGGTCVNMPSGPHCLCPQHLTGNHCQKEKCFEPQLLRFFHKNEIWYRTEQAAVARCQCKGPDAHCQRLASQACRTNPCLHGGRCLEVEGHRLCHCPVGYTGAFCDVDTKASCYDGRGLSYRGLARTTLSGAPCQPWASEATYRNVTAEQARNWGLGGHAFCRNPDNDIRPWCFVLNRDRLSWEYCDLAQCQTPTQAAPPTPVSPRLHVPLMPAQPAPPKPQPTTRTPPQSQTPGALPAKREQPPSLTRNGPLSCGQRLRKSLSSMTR
Target sequence (P00748 373-615 limits assumed): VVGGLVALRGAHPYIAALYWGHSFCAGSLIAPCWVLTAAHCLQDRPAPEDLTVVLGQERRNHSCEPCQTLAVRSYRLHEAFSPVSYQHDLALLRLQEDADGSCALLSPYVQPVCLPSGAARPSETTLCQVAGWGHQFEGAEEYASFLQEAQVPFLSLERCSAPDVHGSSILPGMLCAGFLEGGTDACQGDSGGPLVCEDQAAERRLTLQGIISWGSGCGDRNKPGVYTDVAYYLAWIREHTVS
Active calls of the source: *; nt = not tested or not shown; [ ] = dose if it differs, or a comment.

Values in the order – 14-3-3 Bad inh | FXIa inh 1536 | Wee1 stabilizer | KLK5 inh | p97 ATPase inh | Rad51 HR inh | eIF4E-4G inh | MDM2 E3 inh | FXIIa inh
(1) CSc1ccccc1-n1nnnc1SCC(=O)Nc1ccccc1C
    2[fluorescence artefact?] | 6 | 1 | -16 | 3 | -5 | -1 | 1 | 8
(2) COc1ccc2[nH]cc(C(=O)CN3CCN(C(=O)c4ccco4)CC3)c2c1
    4 | 7 | -1 | 2 | -1 | -4 | 5 | -3 | 6
(3) O=[N+]([O-])c1ccc2nc(-c3ccccc3)n(OCc3ccc(Cl)cc3)c2c1
    4 | 8 | 0 | -14 | -1 | -1 | 12 | -1 | 20
(4) S=C(NCc1ccco1)NCC(c1ccco1)N1CCCCC1 (stereo not drawn)
    -6 | -4 | 1 | -4 | 0 | nt | -2 | -1 | 9
(5) CCS(=O)(=O)c1nc2ccccc2n1CC(=O)N1CCCCC1
    7 | 1 | -3 | -26 | -3 | 4 | 1[fluorescence artefact?] | -8 | 10
(6) CCOC(=O)C1(CCOc2ccccc2)CCN(C(=O)c2ccc(-n3cccn3)cc2)CC1
    -14 | 3 | 7 | nt | -5 | -4 | 0 | -11 | 11
(7) O=C(Nc1cccc(Cl)c1)c1ccc(NCCCN2CCOCC2)c([N+](=O)[O-])c1
    6 | 1 | -1 | -11 | -6 | -5 | 8 | -12 | 1
(8) COc1ccc(/C=N/Nc2nccnc2Cl)cc1
    9 | 5 | 0 | 9 | -31 | 5 | 1 | -59 | 9
(9) Cc1cc(C(=O)NN=C2CCCCCC2)c(C)o1
    4 | 2 | 0 | 2 | 4 | 2 | -3 | nt | 11
(10) CCC(=O)NC(=S)Nc1ccc(NC(=O)c2ccco2)c(OC)c1
    -11 | -2 | -3 | -13 | 4 | 7 | 23 | 9 | -1
(11) COc1ccccc1N(C)S(=O)(=O)c1ccc(C(=O)OCC(=O)NCCC2=CCCCC2)cc1
    -6 | -5 | -2 | -13 | -4 | 1 | 8 | 8 | 6
(12) CCC(C)(C)n1nnnc1C(C(C)C)N(Cc1cccnc1)Cc1ccco1 (stereo not drawn)
    -9 | -6 | -1 | -10 | 0 | 11 | 0 | -14 | 5
(13) COc1ccc(-n2cc(CN(C)Cc3n[nH]c(=O)[nH]3)c(-c3cccc(F)c3)n2)cc1
    5 | -1 | 8 | 0 | -2 | 4 | -2 | 1 | 8
(14) CC(=O)N1CCN(C(=S)NC(=O)c2c(-c3ccccc3Cl)noc2C)CC1
    -5 | -3 | 0 | 1 | 1 | -2 | 0 | 2 | 9
(15) Cc1ccc(N2C(=O)/C(=C/c3ccco3)SC2=S)cc1
    -19[fluorescence artefact?] | 7 | 0 | -4 | 3 | nt | 0 | 1 | 8
(16) CCC(=O)N(Cc1cc(=O)[nH]c2ccccc12)C1CCCCC1
    4 | 2 | 1 | -8 | 0 | -2 | -7 | -5 | 15
(17) Fc1ccccc1-c1nc(NCc2ccco2)c2ccccc2n1
    -9 | 2 | 1 | -2 | 22* | 0 | 0 | -4 | 3
(18) O=C(Nc1cccc(-c2cn3cccnc3n2)c1)c1ccc(Br)o1
    1 | -12 | 8 | -216 | -4 | 2 | 1 | -10 | -8
(19) O=C(NCc1ccco1)C1c2ccccc2Oc2ccccc21
    -12 | 1 | 5 | -21 | 1 | 6 | -2 | -28 | 4
(20) COc1ccc(C)cc1NC(=O)CCN1CC(C)OC(C)C1 (stereo not drawn)
    27 | 0 | 0 | 5 | -6 | nt | -4 | -17 | 7
(21) CN1CCN(Cc2cccc(Oc3ccccc3)c2)CC1
    70* | 13 | 1 | 3 | -3 | 6 | 13 | -16 | 17
(22) O=C(NCc1ccc2c(c1)OCO2)c1cccnc1Cl
    -10 | -4 | -1 | -2 | -1 | -11 | -4 | -15 | 8
(23) CCCn1c(C)cc(C(=O)CSc2nc3ccccc3c(=O)n2Cc2ccco2)c1C
    -16 | -2 | -1 | -11 | -1 | -4 | 7[fluorescence artefact?] | 6 | 5
(24) CN(C)c1ccc(/C=N/N=C2/NC(=O)/C(=C/c3ccc([N+](=O)[O-])cc3)S2)cc1
    9[fluorescence artefact?] | -3 | -2 | -3 | 2 | nt | -2 | -9 | -7
(25) S=C(NCc1ccccc1)NCc1ccc2c(c1)OCO2
    -2[fluorescence artefact?] | 4 | 8.9* | -10 | 4 | -4 | -2 | -17 | 9
(26) O=c1[nH]c2ccc(S(=O)(=O)N3CCN(C4CCCCC4)CC3)cc2[nH]c1=O
    2 | 2 | -2 | 4 | 8 | -2 | 4 | -13 | 3
(27) COc1ccc(C(=O)N/N=C\c2coc3ccccc3c2=O)cc1
    2 | 5 | 2 | 11 | 6 | -5 | -2 | -12 | 16
(28) COc1ccc(CNC(=O)c2ccc(CS(=O)(=O)Cc3ccccc3F)o2)cc1
    -20 | 6 | -1 | 6 | 4 | 24 | -2 | -4 | 10
(29) Cc1c(N/C=C/C(=O)C(F)(F)F)c(=O)n(-c2ccccc2)n1C
    -14 | 2 | 5 | 2 | 6 | 13 | -3 | -3 | 10
(30) Cc1ccc(-c2nnc(N3CCCCC3)c3ccccc23)cc1S(=O)(=O)N(C)C
    -8[fluorescence artefact?] | -9 | -1 | -11 | 2 | -5 | 4[fluorescence artefact?] | -9 | -12
(31) O=C(c1ccccc1NS(=O)(=O)c1ccc(Br)s1)N1CCOCC1
    7[fluorescence artefact?] | 2 | -3 | 0 | -3 | -4 | 4[fluorescence artefact?] | -11 | 12
(32) Cc1c([N+](=O)[O-])cc(C(=O)Oc2ccc(Br)cc2C(=S)N2CCCCC2)cc1[N+](=O)[O-]
    -5 | -9 | 0 | -8 | -3 | 3 | 0 | -10 | 2
(33) CC(C)[C@H](NC(N)=O)C(=O)Nc1cccc(S(=O)(=O)N2CCOCC2)c1
    -7 | -1 | 8 | 4 | 12 | -4 | 1 | -5 | 3
(34) CCc1sc(C(=O)Nc2cccc(C(C)=O)c2)cc1C
    -1 | -8 | -1 | 22 | -7 | -2 | 2 | -9 | -2
(35) COc1cc(CNc2ncn[nH]2)ccc1OCC(=O)NC(C)(C)C
    2 | -2 | -3 | -8 | 1 | -6 | 3 | -10 | 7
(36) O=C(CSc1nnc(-c2ccccc2)n1-c1ccc(Cl)cc1)N/N=C/c1ccccc1C(=O)O
    0 | -3 | 2 | -4 | 1 | -11 | 0 | -5 | 2
(37) C/C(=N\NC(N)=S)C1C2C3CC4C5CC(C42)C1C53 (stereo not drawn)
    -6 | -3 | 4 | -2 | 3 | 27 | 4 | -16 | 1
(38) CNC(=O)COC(=O)c1ccc(-c2nc3ccccc3s2)s1
    -1[fluorescence artefact?] | 2 | 1 | -8 | 5 | nt | -2[fluorescence artefact?] | -17 | 9
(39) CC(=O)N1CCN(c2ccc(NC(=O)c3ccc(Br)o3)cc2Cl)CC1
    -4 | -3 | -3 | -9 | 5 | 25 | 3 | -10 | 1
(40) Cc1cc(NC(=O)CCC(=O)N(CC(=O)NC2CCCC2)c2ccc3c(c2)OCCO3)no1
    -5[fluorescence artefact?] | 5 | 4 | -10 | 3 | 1 | -2[fluorescence artefact?] | 2 | 9
(41) Cc1cccc(N2C(=O)CC(N3CCN(c4cccc(C(F)(F)F)c4)CC3)C2=O)c1 (stereo not drawn)
    -6 | -16 | -1 | -13 | 2 | -3 | 3 | -13 | -2
(42) CN(C)C(=O)C(NC(=O)c1ccccc1)=C(Cl)Cl
    -2 | -1 | -3 | 7 | 2 | 0 | -2 | 2 | 8
(43) O=C(CCc1nc2ccccc2c(=O)[nH]1)NCc1ccccn1
    -3 | -4 | -3 | -4 | -5 | 2 | 3 | -5 | 4
(44) CCc1nc2cc(C)nn2c2nc3ccccc3n12
    -12 | 4 | 1 | 23 | 1 | -7 | -3 | -6 | 7
(45) Cc1onc(-c2c(F)cccc2Cl)c1C(=O)Nc1nnc(-c2ccccc2)s1
    4 | 7 | -3 | 7 | 8 | -2 | -2 | -3 | 11

Ordered by formula weight (falling): some entries from above.
Values in the order – 14-3-3 Bad inh | FXIa inh 1536 | Wee1 stabilizer | KLK5 inh | p97 ATPase inh | Rad51 HR inh | eIF4E-4G inh | MDM2 E3 inh | FXIIa inh
(32) Cc1c([N+](=O)[O-])cc(C(=O)Oc2ccc(Br)cc2C(=S)N2CCCCC2)cc1[N+](=O)[O-]
    -5 | -9 | 0 | -8 | -3 | 3 | 0 | -10 | 2
(37) C/C(=N\NC(N)=S)C1C2C3CC4C5CC(C42)C1C53 (stereo not drawn)
    -6 | -3 | 4 | -2 | 3 | 27 | 4 | -16 | 1
(44) CCc1nc2cc(C)nn2c2nc3ccccc3n12
    -12 | 4 | 1 | 23 | 1 | -7 | -3 | -6 | 7

Further structures follow.
Values in the order – 14-3-3 Bad inh | FXIa inh 1536 | Wee1 stabilizer | KLK5 inh | p97 ATPase inh | Rad51 HR inh | eIF4E-4G inh | MDM2 E3 inh | FXIIa inh
(46) Cc1ccc(NC(=O)C2C3CCCC2C3c2ccccc2)cc1 (stereo not drawn)
    -21 | -3 | -3 | -25 | 0 | -11 | -5[fluorescence artefact?] | -2 | 4
(47) CCCn1c(=S)[nH]c2ccccc2c1=O
    1 | 2 | 0 | 5 | -3 | 4 | -2 | -6 | nt
(48) CC(C)Cn1c(S(=O)(=O)O)nc2ccccc21
    4 | 3 | -2 | 2 | 5 | -23 | 2 | -22 | 7
(49) O=C(Nc1cccc(Cl)c1)c1ccc(F)c(S(=O)(=O)NCc2ccc3c(c2)OCO3)c1
    1[fluorescence artefact?] | -3 | -1 | -2 | 1 | nt | 2 | -21 | 9
(50) CNC(=O)c1ccc(-c2ccc(Cl)c(Cl)c2)s1
    3 | -2 | 2 | 3 | 4 | -11 | 5 | -9 | 9
(51) O=C(Nc1nc2ccc(S(=O)(=O)N3CCCC3)cc2s1)C1CCCCC1
    -3 | -13 | 11* | -4 | 1 | nt | -3 | 1 | -14
(52) COc1ccc2nc3ccccc3nc2c1N
    -6 | 29 | 9.0* | 19 | 26* | 6 | -2 | -26 | 44*
(53) CS(=O)(=O)N1N=C(c2ccccc2)CC1c1ccc2c(c1)OCO2 (stereo not drawn)
    1 | 6 | 1 | -5 | 3 | nt | -4 | -11 | 15
(54) CCc1ccc2c(c1)C(=O)C(=O)N2CC(=O)Nc1ccc(NC(=O)c2ccccn2)cc1
    34 | 1 | -5 | 4 | 12 | -3 | 6 | -3 | 8
(55) COC(=O)C(NC(=O)CCc1c(C)nc2ncnn2c1C)C(C)C (stereo not drawn)
    7 | 1 | -3 | 1 | 3 | -2 | 3 | -14 | -8
(56) CC(C)=NNc1nc(-c2ccc([N+](=O)[O-])cc2)cs1
    -3 | -1 | 2 | 3 | 4 | -1 | -1 | -9 | 11

Source: PubChem (several laboratories)
